HIF activator – HIF pathway transcriptional activation | activation, % at 7.5 µM (by protocol) | 300,000 compounds, 0.32% hits | U2OS HRE-luciferase reporter, luminescence; normalized: DMSO 0%, desferrioxamine 100%;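 active = mean activation of at least 10% of the iron chelator positive control signal, with at least half of replicates also reaching 10%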
AI-2 QS modul – Vibrio harveyi AI-2 quorum sensing modulation | AID 2094 | activity change, % at 7.5 µM | Vibrio harveyi JMH597 AI-2 luminescence/OD600 ratio, 9 h; hits give low values; strain lacks LuxN and CqsS sensors; 0 = neutral-control median | 300,000 compounds, 0.4% hits; in the data active = activity change below about -75%, passing the limit was not always enough;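 also: luminescence divided by OD600 gain over 9 h not by final OD600 alone; inactives centre near 13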
aSyn UTR inh – 5' untranslated region of α-synuclein, MLPCN primary screen; 300,000 compounds, 0.82% hits; alpha-synuclein 5'UTR reporter, inhibitor activity; inhibition, % (tested at 7.5 µM); AID 1813; in the data active = inhibition above about 60%;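 also: H4 neuroglioblastoma cells stably carrying SNCA 5'UTR luciferase fusion; 0% = DMSO wells and 100% = positive control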
HDAC3 inhib – inhibitors of human histone deacetylase 3; inhibition, % at 8.3 µM; 320,000 compounds, 0.15% hits; recombinant HDAC3, fluorogenic peptide/trypsin coupled, fluorescence; in the data active = inhibition above about 26%, passing the limit was not always enough
Target sequence (O15379 whole entry, looked up): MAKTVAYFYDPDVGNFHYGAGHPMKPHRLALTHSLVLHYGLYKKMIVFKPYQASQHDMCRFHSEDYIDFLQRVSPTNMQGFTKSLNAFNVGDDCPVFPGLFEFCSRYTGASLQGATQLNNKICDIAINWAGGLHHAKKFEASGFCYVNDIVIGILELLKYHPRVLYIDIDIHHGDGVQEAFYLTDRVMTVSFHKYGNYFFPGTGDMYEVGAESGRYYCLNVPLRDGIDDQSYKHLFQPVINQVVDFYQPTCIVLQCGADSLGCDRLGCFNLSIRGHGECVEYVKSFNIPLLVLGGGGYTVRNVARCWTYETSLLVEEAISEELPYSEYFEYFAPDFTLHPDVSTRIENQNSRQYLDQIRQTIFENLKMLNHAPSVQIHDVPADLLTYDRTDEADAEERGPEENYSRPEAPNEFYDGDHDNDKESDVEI
HSF1 activator – increases HSF-1 driven luciferase reporter signal. activation, % at 9 µM. AID 504408. NIH3T3-HGL HSF-1 luciferase reporter, MG132, 8 h; 100% = twice DMSO control signal. 300,000 compounds, 1.7% hits;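 active = mean replicate activation of at least 50% with a set share of replicates each reaching 50%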;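 also: 0% = median of the neutral control wells and 100% = twice that signal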
Platelet DG rel – platelet dense granule release activity; human platelet-rich plasma, SFLLRN dense granule ATP release, luminescence; inhibition, %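 (compounds screened at 7.5 µM in platelet-rich plasma)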; 300,000 compounds, 0.22% hits;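 active = mean replicate score, as percent of positive control, at or above 50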
HSP90 refold inh – inhibitors of HSP90 luciferase refolding in rabbit reticulocyte lysate. AID 1789. 290,000 compounds, 0.91% hits. luciferase refolding luminescence, 3 h. inhibition, % at 5.6 µM;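 active = inhibition above the screen-wide mean plus 3 SD, computed separately per campaign, cut at about 16% in these data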;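 also: 0% = DMSO wells and 100% = 60 µM geldanamycin wells; inhibitors lower the luminescence because luciferase stays unfolded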
HSF1 inh – HSF1 inhibition. activity change, negative = inhibition, % at 7.5 µM (by protocol). AID 2098. NIH3T3-HGL HSE-luciferase, MG132-induced, luminescence 8 h; hits give low values. 300,000 compounds, 0.77% hits;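 active = more than half of replicate wells show activity change below -50%, luminescence cut by over half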;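 also: luciferase reports HSF-1 transcriptional activity via heat shock element; 0% = median of DMSO wells and -100% = zero luminescence signal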
IEC-6 cytotox – counter-screen for KLF5 inhibitors: cytotoxicity in IEC-6 cells; IEC-6 cytotoxicity, luminescence viability; inhibition, % at 5 µM; 290,000 compounds, 0.78% hits; in the data active = inhibition above about 22%;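 also: 0% = plate median of test compound wells and 100% = cytotoxic reference compound wells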
KLF5 inhibitor – inhibitors of KLF5 expression. 290,000 compounds, 0.23% hits. inhibition, % at 5 µM. DLD-1 KLF5 promoter-luciferase reporter, luminescence. AID 1700;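 active = inhibition above a per-plate limit of that plate's mean compound inhibition plus 3 SD, cut at about 60% in these data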;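 also: 0% = DMSO wells and 100% = LY294002 at 200 µM; higher means less KLF5 promoter-driven luciferase light; inactives centre near -14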
Active calls of the source: *; nt = not tested or not shown.

Start of the listing, in advance (four entries):
SMILES	HIF activator	AI-2 QS modul	aSyn UTR inh	HDAC3 inhib	HSF1 activator	Platelet DG rel	HSP90 refold inh	HSF1 inh	IEC-6 cytotox	KLF5 inhibitor
COC(=O)c1cc(NC(=O)c2cccc(C(F)(F)F)c2)c(=O)oc1C	0.2	39	8	2	24	3	0	19	2	-37
CCOc1ccc(N(CC)C(=O)COc2cc(=O)n(C)c3ccccc23)cc1	-0.2	3	-13	8	-1	-1	-5	6	6	-10
O=C(CSc1ccccc1C(=O)O)c1ccccc1	0.5	35	-19	-3	14	1	-3	9	1	-13
COc1ccccc1NC(=O)c1ccc(-n2ccnc2)c([N+](=O)[O-])c1	-13	41	-4	2	6	-9	-2	4	6	-32

The whole of this part, repeating the preview:
SMILES	HIF activator	AI-2 QS modul	aSyn UTR inh	HDAC3 inhib	HSF1 activator	Platelet DG rel	HSP90 refold inh	HSF1 inh	IEC-6 cytotox	KLF5 inhibitor
COC(=O)c1cc(NC(=O)c2cccc(C(F)(F)F)c2)c(=O)oc1C	0.2	39	8	2	24	3	0	19	2	-37
CCOc1ccc(N(CC)C(=O)COc2cc(=O)n(C)c3ccccc23)cc1	-0.2	3	-13	8	-1	-1	-5	6	6	-10
O=C(CSc1ccccc1C(=O)O)c1ccccc1	0.5	35	-19	-3	14	1	-3	9	1	-13
COc1ccccc1NC(=O)c1ccc(-n2ccnc2)c([N+](=O)[O-])c1	-13	41	-4	2	6	-9	-2	4	6	-32
COc1cc(NC(=O)Cc2ccc(F)cc2)cc(OC)c1OC	-0.3	5	2	-2	-2	-4	-1	3	-4	-25
C/C(=N\NC(=O)Cn1ccc(C(F)(F)F)n1)c1ccc(N2CCOCC2)cc1	nt	3	-7	3	nt	-3	5	nt	3	-28
CCC(=O)Nc1ccc(NC(=O)c2c(C)nc3ccccn23)cc1	0.6	17	6	nt	-9	-1	-1	-5	6	-21
NNC(=O)Cn1nc(-c2ccccc2)c2ccccc2c1=O	-21	5	-12	4	5	1	6	0	-2	-27
CC1(C)CC(=O)/C(=N/Nc2ccc(Cl)cc2)CO1	2.5	-23	-230	-3	-14	5	-4	-1	-1	-79
CCOC(=O)CN1C2=NCCCN2c2ccccc21	0.0	12	-10	-2	-11	15	-2	-3	-1	-28
Cc1ccc(OS(=O)(=O)c2ccc(-c3csc(C)n3)s2)c(C)c1	-0.3	8	-7	3	9	-3	2	4	-1	-10
CCN(C(=S)Nc1ccc(OC(F)F)cc1)C1CCCCC1	-0.4	8	-16	4	-7	0	-1	-9	8	18
O=C(CSc1nnc(Nc2ccccc2F)s1)Nc1cccc(S(=O)(=O)N2CCCCC2)c1	0.9	28	-55	9	24	-13	0	8	2	-13
CCOc1ccc2c(=O)c(Oc3ccccc3)c(C)oc2c1	0.0	24	11	-1	-7	-3	-3	-3	0	-39
COc1ccc(NC(=O)CSc2nc(N)c(C(=O)Nc3ccc(N(C)C)cc3)s2)cc1	2.5	19	-66	-8	18	12	-4	21	-2	-81
CCc1ccccc1Nc1nc(N)nc(CSCC(=O)c2cc(C)n(C)c2C)n1	-1.0	nt	-23	5	13	-1	5	2	2	12
O=C(O)c1ccc(Cl)c(S(=O)(=O)Nc2ccccc2N2CCOCC2)c1	-0.3	-9	-29	0	-38	16	-4	-20	2	-34
COc1ccc(OCC(=O)N2CCc3ccccc3C2)cc1	-1.5	31	0	0	29	-3	-3	0	6	0
COc1ccc(/C=C2/N=C(c3cccs3)OC2=O)cc1OC(C)C	0.4	6	-30	12	6	-4	-2	-2	2	7
CC(Nc1nc(=S)nc(Nc2ccc(F)cc2)[nH]1)c1ccccc1 (stereo unspecified)	1.1	48	-5	8	6	3	1	-4	-2	-11
COc1ccc(NC(=O)CSCc2ccc(C)cc2)cc1	0.0	28	5	4	-2	-4	0	4	4	-33
CN(C)S(=O)(=O)N1CCN(C(=O)c2ccccc2Cl)CC1	0.3	10	24	2	-9	-5	-1	-3	4	-3
CC1=C(C(=O)OC2CCCCC2)C(c2ccco2)n2ncnc2N1 (stereo unspecified)	0.1	18	9	-8	9	3	nt	10	nt	nt
COc1ccccc1CC(=O)N1CCCC1	0.5	16	4	-6	11	3	-2	0	-10	-25
COc1ccc(N2C(=O)C3C4C=CC(C4)C3C2=O)c([N+](=O)[O-])c1 (stereo unspecified)	-0.7	14	-16	-6	-4	-4	0	-1	-6	-32
CC1=C(C(=O)NCc2ccccc2)C(c2cccnc2)n2ncnc2N1 (stereo unspecified)	-0.2	27	10	-2	-10	0	-5	1	6	-3
O=C(Cn1nnc(-c2ccccc2)n1)NCc1ccc2c(c1)OCO2	-0.1	-8	-19	-8	3	1	-4	2	-2	-13
CCOc1ccc(S(=O)(=O)NCCC(=O)N2CCN(c3ccc(OC)cc3)CC2)cc1	-0.1	8	14	-2	3	2	4	-6	3	-9
CC1(c2ccc(OC(F)F)cc2)NC(=O)N(CC(=O)Nc2cccnc2Cl)C1=O (stereo unspecified)	-0.3	-1	16	-3	-5	0	nt	-2	nt	nt
Cc1c(C(=O)NC(C)c2ccc(-n3ccnc3)cc2)cccc1[N+](=O)[O-] (stereo unspecified)	-0.9	27	-20	5	9	4	-3	-8	2	-35
Cc1ccc(NC(=O)c2ccc(F)cc2)nc1	2.2	4	-107	-3	19	14	4	23	3	-144
CCOc1ccccc1NC(=O)c1cc2ccccc2oc1=O	-0.4	15	-95	-3	-4	-3	-5	-3	3	-43
COc1ccc2[nH]c(=O)c(CN(CCO)S(=O)(=O)c3c(C)ccc4nsnc34)cc2c1	0.4	8	15	-2	8	1	-2	-3	2	-11
COc1ccc(NC(=O)C2CC(=O)N(C(C)C)C2)cc1 (stereo unspecified)	-0.7	10	3	-7	18	1	-1	13	0	-25
O=C(NCc1ccccc1)Nc1cccn(Cc2cccc(F)c2)c1=O	-0.4	14	4	-3	11	-1	1	-2	-3	0
CCOc1ccc(C2C(C(=O)Nc3cc(C)on3)c3ccccc3C(=O)N2CCN2CCOCC2)cc1 (stereo unspecified)	-0.5	16	-9	-4	0	9	-2	0	4	-26

Only HSP90 refold inh and HIF activator, for some of the entries so far:
mol,HSP90 refold inh,HIF activator
CCOC(=O)CN1C2=NCCCN2c2ccccc21,-2,0.0
Cc1ccc(NC(=O)c2ccc(F)cc2)nc1,4,2.2
COc1ccccc1NC(=O)c1ccc(-n2ccnc2)c([N+](=O)[O-])c1,-2,-13

New compounds follow
SMILES	HIF activator	AI-2 QS modul	aSyn UTR inh	HDAC3 inhib	HSF1 activator	Platelet DG rel	HSP90 refold inh	HSF1 inh	IEC-6 cytotox	KLF5 inhibitor
O=C(Nc1nc(-c2ccc(F)cc2)cs1)c1cccnc1	2.9	-8	-38	-2	-6	-8	0	5	-3	-71
CCN1C(=O)/C(=C/c2nc3ccccc3c(=O)n2-c2ccccc2)c2ccccc21	0.1	14	-104	-5	25	2	2	19	3	-35
COc1ccc2c(c1)CCc1c(C(=O)N3CCCc4ccccc43)noc1-2	1.1	3	-66	-17	49	-2	1	27	-1	6
Cc1ccc(C23CC4CC(CC(C(=O)N(C)C)(C4)C2)C3)cc1	0.1	22	-12	3	0	-3	0	-2	3	-26
O=c1c2ccccc2nc(-c2ccccc2)n1CCN1CCOCC1	0.3	18	-24	2	6	-3	1	-4	2	-17
O=C(CSC(=S)N1CCCCC1)c1ccccc1	-0.8	11	54	3	18	8	54*	23	6	-160
CCOC(=O)c1c(NC(=S)Nc2ccccc2C)sc2c1CCC2	-0.3	18	7	-7	5	-2	3	7	10	-1
CCn1ccnc1CN(C)C(=O)CC1C(=O)NCCN1Cc1c(F)cccc1Cl (stereo unspecified)	-0.4	6	-20	-2	0	-3	1	-7	-7	-34
COCCNC(=O)CC(NS(=O)(=O)c1ccc(NC(C)=O)cc1)C(C)C (stereo unspecified)	-0.1	20	13	1	-33	-2	-3	-12	-8	-16
Cc1ccc(Cn2c(CN3CCOCC3)nc3c2c(=O)n(C)c(=O)n3C)cc1	0.0	23	-11	1	4	1	1	1	1	2
CC(NC(=O)CCNC(=O)c1ccccc1Cl)C1CC2CCC1C2 (stereo unspecified)	0.1	14	-10	-11	-1	9	5	1	3	-13
C=CCn1c(SCC(=O)NCC2CCCO2)nc2scc(-c3ccc(OC)cc3)c2c1=O (stereo unspecified)	-0.1	6	2	-4	4	-11	-3	-4	-2	-13
CCCc1cc(=O)oc2cc(C)cc(OCc3nn[nH]n3)c12	-0.2	22	-21	-36	-4	-1	1	-7	6	11
Cc1nn(-c2cc(C(F)(F)F)ccc2Cl)c2nc(C(Cl)(Cl)Cl)[nH]c(=O)c12	0.0	27	-17	-1	9	-2	0	0	5	10
Cc1ccc(C(=O)Nc2cccnc2)cc1S(=O)(=O)N1CCCCCC1	1.0	3	-29	-11	35	-5	-2	9	3	-27
CCOC(=O)C1(CCc2ccccc2)CCN(C(=O)c2cnc(C)cn2)CC1	1.0	27	-27	7	26	0	-3	1	1	-9
Cc1ccc(-c2csc3ncn(C(C)C(=O)O)c(=O)c23)cc1 (stereo unspecified)	0.4	10	16	0	9	-1	-3	-3	-2	-15
O=c1[nH]cnc2scc(-c3cccs3)c12	-0.2	19	4	12	-14	3	-5	2	11	-2
CCOCc1cc(CN2CCC(n3nccc3NC(=O)C3CC3)CC2)ccc1OC	2.2	6	-16	nt	-3	-9	2	0	8	-22
CCc1cccc(NC(=O)Cn2ncn3c(cc4ccccc43)c2=O)c1	nt	35	-21	-2	15	-9	9	2	-2	8
CCOC(=O)N1CCN(C(=O)C2CCN(c3nnc(-n4cccc4)s3)CC2)CC1	0.0	35	-22	-2	-2	3	-3	0	0	3
Cc1cc(Cl)c2oc(C(=O)NCCC3CCCCO3)c(C)c2c1 (stereo unspecified)	5.7	11	-63	-1	38	-5	-2	4	-6	-78

3 entries from above, ordered by molar mass, highest first:
SMILES	HIF activator	AI-2 QS modul	aSyn UTR inh	HDAC3 inhib	HSF1 activator	Platelet DG rel	HSP90 refold inh	HSF1 inh	IEC-6 cytotox	KLF5 inhibitor
COCCNC(=O)CC(NS(=O)(=O)c1ccc(NC(C)=O)cc1)C(C)C (stereo unspecified)	-0.1	20	13	1	-33	-2	-3	-12	-8	-16
CCc1cccc(NC(=O)Cn2ncn3c(cc4ccccc43)c2=O)c1	nt	35	-21	-2	15	-9	9	2	-2	8
CCC(=O)Nc1ccc(NC(=O)c2c(C)nc3ccccn23)cc1	0.6	17	6	nt	-9	-1	-1	-5	6	-21

Bioassay records deposited in PubChem by several laboratories.
